# Imprint erasure: induces erasure of genomic imprints in mouse ES cells. mouse ES Peg3-LacZ reporter, beta-gal luminescence, 40 h. Potency, µM (highest dose often 60.7 µM), for inactives: at the top dose activity change, positive = activation, most hits filed as activators. actives 0.02% (n = 110,000);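 note: 0% = negative control wells on the plate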
#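 Gelatin-coated wells received 300 freshly trypsinized female ES cells with a Peg3LacZ-Neo reporter on the maternal allele, then incubated 40 hours at 37C. BetaGlo was added for 5 minutes at room temperature before a single luminescence read.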
# p53ts 39C kill: p53ts cell cytotoxicity, nonpermissive temperature | H1299-p53A138V viability at 39C, ATP luminescence, 24 h | Potency, µM (series often up to 46.1 µM), for inactives: at the top dose activity change, negative = cell killing, actives largely listed as cytotoxic | actives 1.5% (n = 130,000) | AID 902; note: nearly all actives have a fitted effect of over 55% in size
# p53ts 32C kill: kills p53ts cells at the permissive temperature; H1299-p53A138V at 32C, ATP luminescence viability, 24 h; Potency, µM (top dose mostly 46.1 µM), without a hit: top-dose activity change, negative = cytotoxicity, hits mostly cytotoxic; actives 0.93% (n = 130,000); AID 924;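 note: 0% = DMSO and -100% = full killing by reference compound; nearly all actives have a fitted effect of over 55% in size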
#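 Viability by ATPlite luminescence after 24 h compound treatment (up to 46 uM) at the permissive 32C. Cells are H1299 carrying p53 A138V. Scale runs from DMSO basal to 100 uM tamoxifen as full kill; AC50 from Hill fits.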
# IkB signaling: IkB pathway inhibition in ABC-DLBCL cells | actives 0.04% (n = 110,000) | AID 445 | Potency, µM (titrated, usually from 57.1 µM), inactives show at the highest dose IkBa stabilization activation | ABC-DLBCL IkBa-CBG/CBR dual luciferase ratio, 4 h; response scale: scaled: untreated 0%, proteasome inhibitor 100%; active = well fitted curve in the direction sought with a large enough effect in the signal ratio, not every such curve was filed as active; inconclusive = small, poorly fitted or top-dose-only effect, or a change in a side signal; the % refers to the signal ratio;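 note: the direction sought is a rising ratio; 0% = basal untreated cells and 100% = reference inhibitor full response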
#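 In this assay, an IκBα–CBG68 fusion accumulates when IKK-driven degradation is blocked; native CBR normalizes for cell number. OCI-Ly3 cells were treated 4 h with compound and doxycycline, then green and red light read after Chroma-Glo addition.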
# * hit, by the source's call; ? = inconclusive; . = no result given; & = joins results of further samples; [ ] = dose if it differs, or a comment. Unless noted, calls come from the whole dose curve; as a rule, active = well fitted curve in the direction sought with a large enough effect; inconclusive = small, poorly fitted or top-dose-only effect, or another doubt; inactive = no such curve, though single readings can be large; an effect the other way counts as inactive or inconclusive. Unless noted, % is set by controls: 0 for no effect and ±100 for the full control effect; potency is the fitted concentration of half-maximal effect.
SMILES,Imprint erasure,p53ts 39C kill,p53ts 32C kill,IkB signaling
Cc1ccc2cc(CCNC(=O)c3ccco3)c(=O)[nH]c2c1C,-21%,?,-6%,3.7%
Cc1ccccc1C(=O)N1CCN(c2nc(N3CCOCC3)nc(N3CCOCC3)n2)CC1,-7%,8%,-3%,-0.9%
Cc1cccc(OCC(=O)OCc2cc(=O)n3nc(C4CC4)sc3n2)c1,-10%[10.9 µM],-13%,-1%,-0.9%
Cc1ccc(-n2nc(C(=O)N3CCN(c4cccc(C(F)(F)F)c4)CC3)c3c4ccccc4n(C)c3c2=O)cc1,7%[10.9 µM],27%,2%,-1.5%
COC(=O)N/C(C)=C1/NC(=O)c2ccccc2C(c2ccccc2)N1 (centres undefined),-1%,10%,14%,1.4%
CCOCCCNC(=O)c1cn(C)c(=O)c2cc(OC)c(OC)cc12,-6%,-6%,-14%,1.2%
CCNc1cccc2c1C(=O)N(C)C2=O,-7%,7%,-1%,-1.1%
CCn1cc(C(=O)NCc2ccc3c(c2)OCO3)c2cc(OC)c(OC)cc2c1=O,-11%,5%,-1%,1.5%
Cn1cc(S(=O)(=O)N2CCC(Cc3ccccc3)CC2)c(=O)n(C)c1=O,-7%,17%,7%,5.3%
COc1cc(C)c(CNc2ccc(OC)c(OC)c2)cc1C,-13%,8%,-8%,1.6%
Cn1c(=O)c2c(SC3CCCC3)nc(CC(C)(C)C)nc2n(C)c1=O,5%,-12%,1%,0.4%
COc1ccc2c3c(c(=O)oc2c1OCC(N)=O)CCCC3,7%,4%,3%,-1.8%
CC(=O)Nc1ccc(-n2c(CCC(=O)O)ccc2-c2ccc(Br)cc2)cc1,-11%[10.9 µM],-2%,5%,?
CN(C)c1nc(SCCOC(=O)COc2ccc(Cl)cc2Cl)nc(N(C)C)n1,-12%,0%,6%,0.6%
COc1ccc(Cn2ccc3nc(C)c(C(=O)NCc4cccc(OC)c4)cc3c2=O)cc1,7%[10.9 µM],?,-7%,-0.5%
Cc1cccc(N2CCN(C(=O)C3CCCN(S(=O)(=O)c4cccc5cccnc45)C3)CC2)c1C (centres undefined),-19%,-12%,-2%,0.7%
N#C/C(=C\c1c[nH]c2ccccc12)C(=O)c1ccc(O)c(O)c1,-13%,?,?,?
O=C(COC(=O)c1cc2c(s1)CCCC2)NCc1ccccc1Cl,.,-3%,8%,.
Cc1ccc2cc(CN(Cc3ccc4c(c3)OCO4)Cc3nnnn3Cc3ccco3)c(=O)[nH]c2c1,-12%,0%,20%,?
CC(C)C[C@@H](N)C(=O)Nc1ccc2ccccc2c1,-5%[10.9 µM],-3%[9.22 µM],3%[9.22 µM],0.6%[11.4 µM]
COc1cccc(CNC(=O)c2cc(-c3cccc(OC)c3)n[nH]2)c1,2%[10.9 µM],-14%,-1%,?
Cn1nnnc1SCC(=O)Nc1ccc(Br)cc1Cl,-9%,-9%,-2%,-0.5%
CN(Cc1ccccc1)C(=O)Cn1c(=O)c2cccn2c2ccc(F)cc21,-12%[10.9 µM],-11%,-5%,-1.1%
COc1ccc(CCNC(=O)Cn2nc(C)n3c(cc4cc(F)ccc43)c2=O)cc1OC,13%[10.9 µM],-2%,7%,-0.4%
CCc1ccccc1NC(=O)Cn1nc(C(F)(F)F)c2c1CCC2,-11%[10.9 µM],6%&4%,6%&3%,1.2%

# Single records (already shown).
# O=C(COC(=O)c1cc2c(s1)CCCC2)NCc1ccccc1Cl as listed: Imprint erasure: .; p53ts 39C kill: -3%; p53ts 32C kill: 8%; IkB signaling: .
# Cc1ccc(-n2nc(C(=O)N3CCN(c4cccc(C(F)(F)F)c4)CC3)c3c4ccccc4n(C)c3c2=O)cc1 as listed: Imprint erasure: 7%[10.9 µM]; p53ts 39C kill: 27%; p53ts 32C kill: 2%; IkB signaling: -1.5%

# Continuation:
SMILES,Imprint erasure,p53ts 39C kill,p53ts 32C kill,IkB signaling
CN(C)C(=S)c1ccc2ccccc2n1,2%,9%,-6%,5.5%
CCOC(=O)CNC(=O)Nc1cc(C(C)(C)C)nn1-c1ccccc1,13%,-5%,2%,-0.8%
C=CC(C)(C)c1[nH]c2ccccc2c1C1=C(O)C(=O)C(c2c[nH]c3c(CC=C(C)C)cccc23)=C(O)C1=O,-25%,-29%,?,?
COc1ccc(NC(=O)N2CCC3(CC2)CCN(C(=O)c2ccco2)CC3)cc1,.,2%,-10%,-2.0%[11.4 µM]
CCOC(=O)CNC(=O)CSc1nnnn1-c1ccc(C)c(C)c1,-9%,-6%,-3%,-1.8%
O=C(O)c1cccc(NC(=O)c2cc3cc(Br)cc(Br)c3oc2=O)c1,30%[10.9 µM],4%,0%,17%
Cc1ccc(NC(=O)CSc2nc(=O)cc(N)n2CCc2ccccc2)cc1,-15%[10.9 µM],20%,-5%,?
Cc1ccc(S(=O)(=O)N(CC(=O)N2CCCCC2)c2cccc(C)c2)cc1,.,2%,-5%,.
CCCCOc1ccc(-c2nn(-c3ccccc3)cc2C2NC(=O)NC(C)=C2C(=O)OCC)cc1 (centres undefined),-8%[10.9 µM],?,19%,?
O=C(O)C(Sc1ccc(Cl)cc1)Sc1ccc(Cl)cc1,-15%[10.9 µM],5%[9.22 µM],5%[9.22 µM],0.5%[11.4 µM]
COc1ccccc1C(=O)Nc1sc(Nc2ccccc2)nc1C(N)=O,-3%[10.9 µM],-28%,?,0.8%
COCc1cc(C)nc(SCC(=O)N2CCC(C)CC2)c1C#N,-8%,3%,7%,-1.6%
O=C(CSc1nnc(-c2cccnc2)o1)Oc1ccccc1,-7%,2%,1%,1.7%
COc1ccccc1NC(=O)CSc1nnc(-c2ccccn2)n1Cc1ccco1,-10%,-2%,8%,-4.0%
COc1ccc(-c2nc(SCC(=O)NCCc3ccc(OC)c(OC)c3)n[nH]2)cc1,-12%[10.9 µM],-19%,-6%,-1.0%
Cc1ccc(CN2CCN(Cc3ccc(C)o3)[C@@H](C)C2)o1,22%[10.9 µM],9%[9.22 µM],-1%[9.22 µM],1.0%[11.4 µM]
O=C(CC1C(=O)N(c2ccccc2)C(=S)N1c1ccccc1)c1ccc(Br)cc1 (centres undefined),.,7%,20%,.
COc1ccc(C2C(C(=O)N3CCOCC3)=C(C)NC3=C2C(=O)CC(C)(C)C3)cc1O (centres undefined),0%,-1%,5%,0.2%
CC(C)CN(CC(C)C)C(=O)CS(=O)(=O)Cc1ccccc1,-3%,6%,10%,0.2%
COc1ccc(CCn2c(-c3ccco3)nc3oc4ccccc4c(=O)c3c2=O)cc1,-8%,5%,3%,1.3%
CCn1c(NCc2ccc(OC)c(OC)c2)nc2ccccc21,-11%[10.9 µM],-3%,-11%,?
COc1ccccc1N1CCN(c2ncnc3onc(-c4ccc(F)cc4)c23)CC1,-11%[10.9 µM],10%,-8%,-2.1%
O=C(Cn1c(=O)oc2cc(S(=O)(=O)N3CCCCCC3)ccc21)Nc1ccc(F)cc1F,-12%[10.9 µM],-13%,0%,0.9%
CCCNC(=O)NC1C(NC(=O)NCCC)N(C)C(=O)N1C (centres undefined),-3%,8%,7%,0.9%
CCOc1ccc(C(=O)Nc2cccc(OCc3cc(=O)n4ccccc4n3)c2)cc1,3%[10.9 µM],0%,-1%,?

# Fetched by compound from above:
SMILES,Imprint erasure,p53ts 39C kill,p53ts 32C kill,IkB signaling
COCc1cc(C)nc(SCC(=O)N2CCC(C)CC2)c1C#N,-8%,3%,7%,-1.6%
Cc1ccc(CN2CCN(Cc3ccc(C)o3)[C@@H](C)C2)o1,22%[10.9 µM],9%[9.22 µM],-1%[9.22 µM],1.0%[11.4 µM]
CC(C)CN(CC(C)C)C(=O)CS(=O)(=O)Cc1ccccc1,-3%,6%,10%,0.2%
C=CC(C)(C)c1[nH]c2ccccc2c1C1=C(O)C(=O)C(c2c[nH]c3c(CC=C(C)C)cccc23)=C(O)C1=O,-25%,-29%,?,?

# More results:
SMILES,Imprint erasure,p53ts 39C kill,p53ts 32C kill,IkB signaling
CC(C(=O)Nc1ccccn1)N1C(=O)C2C3C=CC(C3)C2C1=O (centres undefined),-15%,-7%,-4%,-0.6%
COc1cc2ncc3c(-c4ccc(C)cc4)nn(-c4ccc(F)cc4F)c3c2cc1OC,-4%[10.9 µM],15%,14%,?
CC(=O)NC1C(=O)N=C(SCC(=O)NC(C)c2ccccc2)NC1=O (centres undefined),2%,-6%,-8%,3.3%
Clc1cccc(-n2ncc3c(N4CCCCCC4)ncnc32)c1,-12%[10.9 µM],13µM*,?,?
CCN(CC)S(=O)(=O)c1ccc2c(c1)nc(CCC(=O)OCC(=O)N1CCc3ccccc31)n2C,-12%,-14%,11%,?
CCCCCn1c(CNC(=O)COC)nc2ccccc21,-4%,7%,2%,0.7%
CCOC(=O)n1ccn(C)c1=S,-10%,-13%,0%,2.4%[25.6 µM]
CC1CC1C(=O)OCC(=O)NCc1ccccc1Cl (centres undefined),6%,-10%,1%,-0.3%
O=C1c2ccccc2C(=O)N1CCC(c1ccc(F)cc1)c1ccco1 (centres undefined),-16%,-4%,1%,9.9%
CCC1CCCCN1CC(=O)N1CCCc2c1c(=O)oc1ccc(OCc3ccccc3)cc21 (centres undefined),-20%[10.9 µM],?,-11%,?
O=C(CSc1nnc(COc2cccc3ccccc23)o1)N1CCN(C(=O)c2ccco2)CC1,-12%,5%,-8%,?
Cc1ccccc1CCNC(=O)c1ccc2c(c1)nc1n2CCOC1,-15%[10.9 µM],6.3µM*,7.9µM*,-0.7%
CCOC(=O)CSC1=C(C#N)C(c2ccc(C)cc2)C2=C(CCCC2=O)N1 (centres undefined),0%,-10%,16%,3.0%
COc1ccc(CC(=O)NCC(c2ccc(N(C)C)cc2)N2CCOCC2)cc1OC (centres undefined),-4%[10.9 µM],2%,-2%,2.2%
N#C/C(=C\c1ccc[nH]1)Sc1nc2ccccc2s1,14%,?,-3%,?

# From PubChem BioAssay
